From PubChem BioAssay
FLuc inh counter: Photinus pyralis luciferase inhibition counter-screen | P08659 | ATPLite firefly luciferase biochemical luminescence, 10 min | inhibition, % at 10 µM | hit rate 1.5% among 200,000;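 active = inhibition above about 50% when tested at 10 µM, limit read from the data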
Target sequence (P08659 whole entry, looked up): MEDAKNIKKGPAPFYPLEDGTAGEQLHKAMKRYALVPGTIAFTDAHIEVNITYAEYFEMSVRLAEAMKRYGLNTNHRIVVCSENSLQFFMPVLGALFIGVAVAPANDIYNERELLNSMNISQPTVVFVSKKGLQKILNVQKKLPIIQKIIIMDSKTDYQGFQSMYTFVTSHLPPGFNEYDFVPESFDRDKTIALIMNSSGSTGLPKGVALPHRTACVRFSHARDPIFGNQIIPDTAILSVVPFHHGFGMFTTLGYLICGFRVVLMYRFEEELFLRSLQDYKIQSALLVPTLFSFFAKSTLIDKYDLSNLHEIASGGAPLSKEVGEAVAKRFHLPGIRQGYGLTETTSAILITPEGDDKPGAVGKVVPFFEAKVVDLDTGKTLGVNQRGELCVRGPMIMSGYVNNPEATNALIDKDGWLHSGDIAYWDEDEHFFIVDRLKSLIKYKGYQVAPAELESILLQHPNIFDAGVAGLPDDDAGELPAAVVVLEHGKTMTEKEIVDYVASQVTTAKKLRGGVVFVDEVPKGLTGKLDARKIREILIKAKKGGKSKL
STAT1 activator: activators of IFN-gamma induced STAT1 signaling. NIH 3T3 STAT1-luciferase reporter, luminescence; 100% = IFN-gamma alone, no compound. activation (% of control), % at 5.5 µM. hit rate 2.6% among 200,000. AID 932;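 active = activation above the screen-wide mean activation plus 3 SD, cut at about 130% in these data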;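 note: raw ratio to IFN-gamma control signal so 100% means no change and 0% no light; values of inactives mirror those of a sister screen read the other way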
FLuc act counter: firefly luciferase counter-screen for stimulation assays; P08659; ATPlite luciferase biochemical, luminescence, 10 min; 0 = ATP-free wells, 1 = DMSO control; activation factor at 10 µM; 200,000 tested, under 10 active;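 active = luciferase activation factor, scaled between plate controls, of at least 2 with compound at 10 µM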
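Assay system: Luciferase/luciferin detection reagent, cell-free biochemical luciferase assay / Read-out: luciferase activation / Benchmarks: No-ATP low control, compound-free enzyme-plus-ATP high control / Medium: PBS buffer for ATP / Detection: luminescence measurement of luciferase light output / Schedule: 10 min at ambient temperature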
APP transl inh: APP translation inhibition. hit rate 0.82% among 190,000. AID 1285. SH-SY5Y APP 5'UTR-luciferase reporter, luminescence. inhibition, % at 2 µM;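 active = inhibition above a set limit, derived from the sample mean plus 3 SD, cut at about 45% in these data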; note: values of inactives mirror those of a sister screen read the other way
NF-kB neuron act: compounds increasing NF-kB expression in human neuronal cells; AID 1239; fold change at 12.5 µM; hit rate 1.6% among 190,000; NF-kB reporter expression; hits give high values; in the data active = fold change above about 3.3
APP 5'UTR act: APP 5'UTR luciferase reporter activation; SH-SY5Y APP 5'UTR luciferase reporter, luminescence; zero percent = DMSO vehicle wells; activation, % at 2 µM; hit rate 1% among 190,000; AID 1276;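 active = activation above a set limit, based on mean plus 3 SD of controls, cut at about 140% in these data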; note: values of inactives mirror those of a sister screen read the other way
STAT3 blocker: STAT3 signaling inhibition; U3A cells, IL-6 STAT3-luciferase reporter, luminescence; host cell line lacks STAT1; inhibition, % at 5.5 µM; hit rate 0.89% among 190,000; AID 862;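 active = inhibition above the mean inhibition across all screened compounds plus 3 SD, cut at about 44% in these data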;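 note: 0% = DMSO only wells and 100% = 100 µM nifuroxazide control wells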
STAT3 act: STAT3 signaling activation | U3A cells, IL-6 STAT3-luciferase reporter, luminescence; 100% = signal with IL-6 EC80 alone | activation (% of control), % at 5.6 µM | hit rate 0.91% among 190,000 | AID 871;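 active = activation above the screen-wide mean of compound activation plus 3 SD, cut at about 130% in these data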;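 note: 0% = background luminescence of wells with medium and substrate only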
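Material: STAT1-lacking human U3A cells, STAT3 luciferase reporter | Benchmarks: IL-6-only wells as 100% reference | Probe or stimulus: IL-6 (33 ng/mL) | Timing: Compound 1 h, then IL-6 6 h at 37 °C | Detection: Luminescence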
ROMK primary: modulators of human ROMK potassium channel; Tet-inducible ROMK, thallium flux fluorescence; actives lie on both sides; B-score at 10 µM; hit rate 2% among 130,000; AID 1918;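 active = signal ratio slope over the read window, or its plate-corrected B-score, at least 3 SD from the plate mean, either direction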;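 note: B-score of the F/F0 ratio slope over 7 to 12 s after thallium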
Target sequence (P48048 whole entry, looked up): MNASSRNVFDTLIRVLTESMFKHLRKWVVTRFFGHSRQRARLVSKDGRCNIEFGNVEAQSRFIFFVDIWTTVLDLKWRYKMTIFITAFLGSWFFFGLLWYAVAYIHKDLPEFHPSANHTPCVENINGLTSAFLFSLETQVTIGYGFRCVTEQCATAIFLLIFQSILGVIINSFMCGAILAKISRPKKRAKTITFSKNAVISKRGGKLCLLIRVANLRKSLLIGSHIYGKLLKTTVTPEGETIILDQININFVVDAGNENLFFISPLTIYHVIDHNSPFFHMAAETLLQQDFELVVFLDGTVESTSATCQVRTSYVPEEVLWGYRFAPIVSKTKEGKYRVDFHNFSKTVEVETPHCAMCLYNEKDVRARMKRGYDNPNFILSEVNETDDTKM
STAT1 blocker: reduces IFN-gamma driven STAT1 reporter signal. NIH 3T3 STAT1-luciferase reporter, luminescence. inhibition, % at 5.5 µM. hit rate 0.35% among 200,000;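 active = inhibition above a set limit, the mean inhibition across all tested compounds plus 3 SD, cut at about 34% in these data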;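 note: 0% = IFN-gamma with DMSO and 100% = IFN-gamma with 300 µM nifuroxazide; values of inactives mirror those of a sister screen read the other way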
* hit, by the source's call; . = not tested or not shown.

SMILES	FLuc inh counter	STAT1 activator	FLuc act counter	APP transl inh	NF-kB neuron act	APP 5'UTR act	STAT3 blocker	STAT3 act	ROMK primary	STAT1 blocker
O=C1NCC(COc2ccc(Cl)cc2)O1 (configuration not stated)	-2	94	1	3	1	-3	11	97	-0.41	6
O=C1CC(N2CCN(S(=O)(=O)c3cccc(C(F)(F)F)c3)CC2)C(=O)N1Cc1ccccc1 (configuration not stated)	-5	97	1.1	-1	0.71	1	10	99	-1.7	3
O=C(COc1ccc(Br)cc1)NCc1ccccn1	-4	97	1	-11	1.2	11	7	99	1.2	4
Cc1cc(C)c(NC(=O)CCCC(=O)O)c(Cl)c1	-5	108	1.1	-5	1.3	5	13	95	0.33	-8
O=C(COC(=O)c1ccccc1)NCc1cccs1	0	101	1	-14	0.82	14	3	106	0.14	-1
CCc1ccc(N2C(=O)CN(Cc3cccs3)C2=S)cc1	4	104	1	8	1.2	-8	19	86	0.03	-7
COc1ccc(S(=O)(=O)N2CCN(c3ccc(C)cc3C)CC2)cc1OC	-5	93	1.1	3	0.67	-3	11	95	.	7
Cc1ccccc1NC(=O)C1CCCN1C(=O)NC1CCCCC1 (configuration not stated)	-7	107	1.1	-5	1.1	5	-2	107	0.69	-8
O=C1N=C(N2CCOCC2)S/C1=C\c1cccs1	26	128	0.7	-14	1.1	14	4	103	0.27	-33
Cc1ccnn1CCC(=O)N1CCCC(CCC(=O)N2CCN(c3ccccn3)CC2)C1 (configuration not stated)	-8	104	1.1	-20	1	20	8	97	-0.31	-7
Cc1cc2c(c(=O)n1Cc1cccnc1)C(c1ccccc1)C(C#N)=C(N)O2 (configuration not stated)	1	97	1	-13	0.95	13	6	100	0.47	3
Cn1c2ccccc2c2cc(C(=O)N3CCOCC3)sc21	-4	105	1	-5	1.1	5	17	95	.	-5
Cc1cn(C(=O)c2ccccc2)c(=S)n1-c1ccc(Cl)cc1	-6	114	1.1	11	1.1	-11	-15	113	.	-15
COc1ccc(C(C[N+](=O)[O-])C2(c3ccc(OC)c(OC)c3)C(=O)c3ccccc3C2=O)cc1 (configuration not stated)	18	101	0.8	-3	1.3	3	-3	101	-5.1*	1
O=C(NCc1ccco1)c1cc(=O)c2ccccc2o1	-3	96	1	-14	1.3	14	9	97	-0.093	6
NS(=O)(=O)c1ccc(NC(=S)N2CCN(c3ccccc3)CC2)cc1	-9	102	1.1	-8	1.3	8	11	94	-0.1	-3
O=C(O)CCc1nn2c3ccccc3n(CC(=O)c3cccs3)c2nc1=O	-5	97	1	-32	1.1	32	-13	114	-1.4	2
Cc1[nH]c2ccccc2c1C(=O)C(=O)NCCc1ccc(S(N)(=O)=O)cc1	-10	105	1.1	-24	0.9	24	4	97	0.54	-6
COc1ccc(CNC2CCCc3ccccc32)cc1OC (configuration not stated)	-6	90	1.1	.	1.1	.	-1	101	-1.8	11
C=CCNc1nc(N)c(C(=C(C#N)C#N)c2ccc(Br)cc2)s1	-5	104	1	.	1.1	.	7	94	-0.69	-4
COc1ccc(C(=O)c2ccccc2)cc1Br	-3	94	1	-1	1	1	18	94	.	7
CCOCCCNC(=O)C(NC(=O)c1ccc2c(c1)OCO2)c1ccccc1 (configuration not stated)	-4	97	1	6	0.82	-7	1	106	-0.45	2
N#Cc1ccc(-c2ccc(F)cc2)nc1SCC(=O)Nc1sc2c(c1C#N)CCC2	-1	107	1	-16	1	16	-4	108	.	-7
CN1CCN(C(=S)Nc2ccc(S(N)(=O)=O)cc2)CC1	-6	94	1.1	-9	1.1	9	4	100	-0.013	3
COc1ccc(Nc2c3c(c(C#N)c4nc5ccccc5n24)CCC3)cc1	1	94	1	-20	1.3	20	-1	107	-0.037	7
COc1cccc(C(=O)C2CCCN(C(=O)c3ccc(C#CC(C)(C)O)cc3)C2)c1 (configuration not stated)	-5	89	1.1	3	1	-3	10	95	0.76	11
O=C(N/N=C/c1cnc(N2CCOCC2)s1)c1ccccc1	-4	114	1	-15	0.97	15	2	99	0.59	-17
Cc1ccc(C2C(C#N)=C(N)Oc3cc(C)oc(=O)c32)o1 (configuration not stated)	-9	102	1.1	11	1.3	-11	7	96	0.62	-4
Cc1ccc(Nc2nc(-c3ccncc3)cs2)cc1	35	175*	0.6	-129	2.9	129	-1	101	-0.022	-79
COc1ccc(C2SC[C@@H](C(=O)O)N2C(C)=O)cc1 (some centres not stated)	-6	100	1.1	-1	1.2	1	5	100	.	0
COCC(=O)NCc1ccc2c(c1)cc(C)n2C	-7	96	1.1	3	1.1	-3	-3	106	0.54	4
COc1ccc(/C(C)=C2\SC(=S)N(CCC(=O)O)C2=O)cc1	-8	97	1.1	-2	1.2	2	9	97	3.1*	3
CCOC(=O)c1cccnc1SC(CC)C(=O)NCc1ccco1 (configuration not stated)	-7	96	1.1	9	1.2	-9	1	106	.	4
CC(NS(=O)(=O)c1ccc([N+](=O)[O-])cc1)C(c1cccs1)N1CCOCC1 (configuration not stated)	-8	93	1.1	1	1.2	-1	9	96	-0.49	7
CCC(C)NC(=O)CC(NS(=O)(=O)c1ccc(Cl)cc1)c1ccco1 (configuration not stated)	-8	106	1.1	-11	1.1	11	4	101	.	-7
CCOC(=O)c1c(NC(=O)CN2CCOCC2)sc(C(=O)NC)c1C	-3	98	1	-4	1.1	4	2	96	-0.36	2
COc1ccc(NC(=O)Cn2nnc(-c3ccccc3N)n2)cc1OC	-5	91	1.1	4	0.83	-4	5	97	.	10
O=C(CCc1ccccc1)Nc1c(F)cccc1F	.	106	.	-6	.	6	7	97	.	-7
CCOC(=O)c1sc(Nc2nc3c(OC)cccc3s2)nc1C	17	107	0.8	-32	0.97	32	-35	136*	-0.059	-9
COc1cc(O)oc1C=Nc1ccc(C(=O)O)cc1	-4	100	1	15	1.5	-15	9	95	-0.94	-1
CCCCN1C(=O)C(=O)N(c2ccccc2)C1=S	20	135*	0.8	-87	3.4*	87	2	101	.	-40
Cc1ccccc1OCCc1c(C)[nH]c(=S)[nH]c1=O	-4	94	1	92*	1.4	-92	-12	115	1.7*	6
CCC(=O)NC(c1cccc([N+](=O)[O-])c1)c1c(O)ccc2ccccc12 (configuration not stated)	3	98	1	11	1	-11	-2	104	-0.0034	0
Cc1ccc(NC2=NCC(=O)N2Cc2ccc3c(c2)OCO3)c(C)c1	-1	109	1	3	1	-3	4	100	.	-8
CC(C)c1cc(N2CCC(=O)NC2=O)cc(C(=O)O)c1O	-5	96	1	-2	1.1	2	-7	107	1.4	4
O=C(Nc1ccc(OC(F)(F)F)cc1)C1CC(c2ccc(F)cc2)=NO1 (configuration not stated)	-9	91	1.1	-16	1.2	16	1	100	0.25	11
O=C(Nc1ccc2c(c1)Cc1ccccc1-2)c1ccc(Br)o1	8	124	0.9	-36	1.6	36	16	89	0.37	-31
Cn1c(=O)c2c(nc(CN3CCc4ccccc4C3)n2CCCO)n(C)c1=O	-5	98	1.1	-11	0.92	11	3	100	-0.13	1
O=C(Nc1ccc(OC(F)F)c(Cl)c1)c1ccccn1	47	146*	0.5	-139	9.4*	139*	24	83	-0.077	-50
CCCC(=O)NCCc1ccc(S(N)(=O)=O)cc1	-3	105	1	8	1.1	-9	1	104	-0.48	-5

STAT3 act, hit marks shown above
Compound	STAT1 activator	APP transl inh	NF-kB neuron act	APP 5'UTR act	STAT3 act	ROMK primary	STAT1 blocker
CCOC(=O)c1sc(Nc2nc3c(OC)cccc3s2)nc1C	107	-32	0.97	32	136*	-0.059	-9

(next part)
SMILES	FLuc inh counter	STAT1 activator	FLuc act counter	APP transl inh	NF-kB neuron act	APP 5'UTR act	STAT3 blocker	STAT3 act	ROMK primary	STAT1 blocker
C=CCn1c(O)c(N=NC(=O)c2ccc3c(c2)OCO3)c2ccccc21	32	104	0.7	50*	0.96	-50	-2	102	.	-4
Nc1cccc(Cl)c1N1CCOCC1	-4	97	1	-8	1.1	8	-4	105	.	4
CN=c1scc(-c2ccc(OC)cc2)n1/N=C(\C)c1cccnc1	19	107	0.8	-56	1.5	56	30	77	.	-9
O=[N+]([O-])c1ccccc1-c1nc(-c2ccc(Br)o2)no1	20	170*	0.8	-160	0.99	160*	-7	106	0.039	-79
COc1ccc(OC)c(CNc2nc3ccccc3n2CCN2CCCCC2)c1	-1	88	1	-20	0.84	20	-8	108	-1.9	13
Cc1cccc(OCCCCCNCCO)c1	-4	101	1	-9	.	9	7	100	-0.0035	-1
CCOC(=O)CSc1ncnc2c1cnn2-c1ccc(Cl)cc1	-1	90	1	11	1.3	-11	14	92	1.1	11
Cc1ccc2[nH]c(=O)c(C(c3nnnn3CC3CCCO3)N3CCOCC3)cc2c1 (configuration not stated)	-3	97	1	6	0.98	-6	9	96	.	4
COc1ccc(CNC(=O)Cn2c(=O)oc3ccccc32)cc1OC	-4	94	1	2	1.1	-2	-4	107	0.052	6
COc1ccc(CC(=O)NNC(=O)CCc2ccccc2)cc1OC	5	100	0.9	2	1.1	-2	-1	107	0.28	-2

Exported as labelled records: entries from further up
Cc1ccc2[nH]c(=O)c(C(c3nnnn3CC3CCCO3)N3CCOCC3)cc2c1 (configuration not stated)
  FLuc inh counter: -3
  STAT1 activator: 97
  FLuc act counter: 1
  APP transl inh: 6
  NF-kB neuron act: 0.98
  APP 5'UTR act: -6
  STAT3 blocker: 9
  STAT3 act: 96
  ROMK primary: .
  STAT1 blocker: 4

COc1ccc(CNC(=O)Cn2c(=O)oc3ccccc32)cc1OC
  FLuc inh counter: -4
  STAT1 activator: 94
  FLuc act counter: 1
  APP transl inh: 2
  NF-kB neuron act: 1.1
  APP 5'UTR act: -2
  STAT3 blocker: -4
  STAT3 act: 107
  ROMK primary: 0.052
  STAT1 blocker: 6

(listing goes on)
SMILES	FLuc inh counter	STAT1 activator	FLuc act counter	APP transl inh	NF-kB neuron act	APP 5'UTR act	STAT3 blocker	STAT3 act	ROMK primary	STAT1 blocker
O=C(CCC(=O)OCC(=O)c1ccc(Cl)cc1)NC1CCCCC1	-3	104	1	-6	0.97	6	-1	105	.	-4
CCN(CC)S(=O)(=O)c1ccc(N2CCOCC2)c(NC(=O)c2ccccc2F)c1	-6	96	1.1	0	0.72	0	-3	103	0.078	5
CC(C)OC(=O)c1cccnc1N1CCN(c2ccc(F)cc2)CC1	-11	90	1.1	-15	0.96	15	22	86	.	11
CSCCC(NC(N)=O)C(=O)Nc1ccc2ccccc2c1 (configuration not stated)	-2	122	1	-2	1.1	3	0	102	-0.015	-26
O=C(COC(=O)c1ccc(S(=O)(=O)N2CCOCC2)cc1)NCc1cccs1	-4	104	1	-7	0.84	7	7	104	-0.24	-5
O=C(CC12CCC(CC1)C2)NCc1ccc2c(c1)OCO2	-2	110	1	12	2.2	-12	-12	113	0.47	-13
CCCc1nn(C)c(C(=O)Nc2cccc(C)c2)c1Cl	5	123	1	-64	1.1	64	-1	101	-0.81	-26
Cc1c(Cl)cccc1NC(=O)CSCC(N)=O	-3	104	1	-16	0.96	16	1	102	.	-3
O=C(N/N=C/c1cn[nH]c1-c1ccccc1)c1ccco1	1	97	1	-1	1.1	1	12	95	-1.1	2
Cn1c(SCC(=O)Nc2ccc(NC(=O)c3cccs3)cc2)nnc1-c1ccncc1	5	96	1	-16	1.2	16	6	98	.	4
Cc1c(C(=O)Nc2ccc(OC(F)(F)F)cc2)sc2nc3n(c(=O)c12)CCC3	-1	82	1	8	0.85	-8	42	73	.	20
